Thrombin inh: thrombin (human) inhibition | P00734 | alpha-thrombin, Boc-VPR-AMC fluorogenic substrate cleavage | inhibition, % at 5 µM | actives 0.26% (n = 220,000) | AID 1046;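 active = inhibition at or above 40%; inactive = inhibition below 40%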;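 note: 0% = enzyme with no compound and 100% = wells without enzyme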
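Test system: human alpha-thrombin protein / Dosing: one concentration per compound, 5 µM, with 0.2% DMSO / Medium: pH 7.5 Tris-saline with Tween 20 / Benchmarks: no-compound enzyme wells and no-enzyme blanks / Read-out basis: percent inhibition of thrombin substrate cleavage / Timing: reaction at room temperature / Measured by: fluorescence, ex 355 nm, em 460 nm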
Rad51 HR inh: Rad51 (human) homologous recombination inhibition. Q06609. hRad51 DNA strand exchange, fluorescence dequenching. inhibition, % at 10 µM. actives 0.085% (n = 200,000). AID 1385;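 active = inhibition above 40% at the single screening dose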;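 note: 0% = DMSO control wells and 100% = blanks with heterologous ssDNA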
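material = hRad51 filaments on single-stranded DNA | reagent = Donor/quencher-labelled 47-bp dsDNA substrate | compound = 10 µM final, single point | schedule = strand-exchange reaction 15 min at room temperature | measured by = fluorescein emission 520 nm, excitation 485 nm | read-out basis = % inhibition versus plate control and blank means | benchmarks = plate controls and plate blanks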
Furin inh: blocks human furin protease activity | P09958 | purified furin, fluorogenic substrate cleavage | inhibition, % at 30 µM | actives 0.061% (n = 220,000) | AID 463115; in the data active = inhibition above about 25%; note: inactives centre near -15
m-calpain inh: inhibitors of pig calpain II; inhibition, % at 16 µM; AID 1236; purified calpain II, fluorogenic peptide substrate, 30 min; actives 0.37% (n = 220,000);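 active = inhibition above about 50%, limit read from the data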
KLK5 inh: blocks human kallikrein 5 protease activity; Q9Y337; recombinant hK5, fluorogenic AMC substrate cleavage; inhibition, % at 5 µM; actives 0.59% (n = 210,000);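 active = inhibition of 40% or more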;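 note: 0% = enzyme controls without compound and 100% = no-enzyme blanks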
Target sequence (Q9Y337 67-293 limits assumed): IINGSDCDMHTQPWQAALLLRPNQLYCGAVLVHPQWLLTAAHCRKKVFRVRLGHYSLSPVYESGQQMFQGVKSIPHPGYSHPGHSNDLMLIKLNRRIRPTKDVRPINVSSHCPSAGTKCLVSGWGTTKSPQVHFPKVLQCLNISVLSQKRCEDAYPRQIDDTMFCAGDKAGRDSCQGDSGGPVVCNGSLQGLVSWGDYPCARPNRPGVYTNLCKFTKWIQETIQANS
PERK inhibitor: inhibitors of human PERK kinase. Q9NZJ5. CHO PERK-DD fusion, SEAP luminescence translation reporter. inhibition, % at 5.6 µM. actives 0.17% (n = 220,000). AID 1416;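 active = inhibition above the mean inhibition of all tested compounds plus 3 SD, set separately per screening campaign, cut at about 2.9% in these data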;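 note: PERK kinase domain activated by AP20187 dimerizer at 100 nM; 0% = DMSO with dimerizer and 100% = rapamycin at 8.4 µM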
FXIIa inh: factor XIIa (human) inhibition. P00748. inhibition, % at 5 µM. actives 0.3% (n = 220,000). purified FXIIa, Boc-QGR-AMC fluorogenic substrate, 2 h; in the data active = inhibition above about 40%;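 note: 0% = enzyme with no compound and 100% = blank without enzyme; many of its hits are not listed in these tables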
FXIa inh 1536: inhibitors of human coagulation factor XIa | P03951 | purified FXIa, Boc-Glu-Ala-Arg-AMC fluorogenic substrate | inhibition, % at 5 µM | actives 0.14% (n = 220,000) | AID 798;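 active = inhibition of at least 40%; inactive = inhibition below 40%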;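 note: fluorescence of freed AMC excited at 355 nm; 0% = enzyme without compound and 100% = no enzyme blank; many of its hits are not listed in these tables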
Target sequence (P03951 19-387 limits assumed): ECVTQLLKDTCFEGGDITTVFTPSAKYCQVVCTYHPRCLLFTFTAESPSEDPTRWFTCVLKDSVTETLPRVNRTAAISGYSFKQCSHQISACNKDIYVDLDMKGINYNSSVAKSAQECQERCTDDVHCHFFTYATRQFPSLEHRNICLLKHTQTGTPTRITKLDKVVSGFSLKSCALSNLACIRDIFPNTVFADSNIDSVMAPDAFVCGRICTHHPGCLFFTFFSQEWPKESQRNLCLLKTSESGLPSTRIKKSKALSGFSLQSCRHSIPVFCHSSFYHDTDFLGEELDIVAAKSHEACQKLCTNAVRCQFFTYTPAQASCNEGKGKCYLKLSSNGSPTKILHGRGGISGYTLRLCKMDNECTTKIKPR
Target sequence (P03951 388-625 limits assumed): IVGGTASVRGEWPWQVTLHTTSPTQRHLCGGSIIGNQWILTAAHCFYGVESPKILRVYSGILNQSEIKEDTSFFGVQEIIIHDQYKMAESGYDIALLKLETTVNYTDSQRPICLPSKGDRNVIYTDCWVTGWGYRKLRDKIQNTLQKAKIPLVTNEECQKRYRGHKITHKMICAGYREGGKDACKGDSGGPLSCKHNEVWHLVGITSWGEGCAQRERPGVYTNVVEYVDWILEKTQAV
KCC2 mod: modulators of human KCC2 chloride dependent transport. Q9H2X9. KCC2 cells, thallium flux FluoZin-2 fluorescence. B-score of Tl+ flux slope (higher = more flux/activation; lower = inhibition) at 10 µM. actives 2.2% (n = 190,000). AID 1456;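 active = thallium flux slope and its plate-corrected score both differing from the plate sample mean at a set confidence after two filtering rounds, in either direction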;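 note: slope of fluorescence scaled to starting intensity during 10 to 20 s after thallium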
An asterisk follows results filed as active; . = no result given; [ ] = remark or other dose.

| SMILES | Thrombin inh | Rad51 HR inh | Furin inh | m-calpain inh | KLK5 inh | PERK inhibitor | FXIIa inh | FXIa inh 1536 | KCC2 mod |
| --- | --- | --- | --- | --- | --- | --- | --- | --- | --- |
| Cc1ccc(NC(=O)c2ccc3c(c2)nnn3C)cc1 | -4 | . | -12 | 19 | -11 | 0.5 | 1 | -9 | 1 |
| O=C(CCCCCCN1C(=O)c2ccccc2C1=O)Nc1nccs1 | -2 | -1 | -15[20 µM] | 26 | -9 | -0.7 | 0 | -9 | -0.033 |
| c1ccc(NCc2nc3ccccc3n2CCOc2ccccc2)cc1 | -4 | -5 | -12 | 18 | -5 | -0.1 | 8 | 2 | -8.2e-05 |
| Nc1nc2c([N+](=O)[O-])cccc2s1 | -7 | 3 | -10 | 3 | -6 | 0.7 | 7 | -3 | -0.26 |
| CCOC(=O)c1sc(=S)n(-c2ccc(OC)cc2)c1C | 20 | . | 11 | 12 | 8 | -1.6 | 14 | 20 | -2.3 |
| CCOc1ccc2nc(/N=C/c3nc(-c4ccc(Br)cc4)oc3O)sc2c1 | 0 | -119 | -22 | -66 | -6 | 0.7 | 6 | 8 | 4.6 |
| CC(=O)Nc1ccc(S(=O)(=O)N(CCO)Cc2ccccc2)cc1 | 11 | 2 | -4[20 µM] | 10 | 25 | -0.1 | 13 | 9 | . |
| CCOc1ncccc1C(=O)NCc1cccc(OC)c1 | -2 | . | -9 | -10 | -2 | 0.2 | 9 | 3 | 0.035 |
| CCC(C)C(NC(=O)C1CCC(C)CC1)C(=O)NC(C(=O)OC)C(C)C (stereo unspecified) | -1 | -5 | -4 | -21 | 15 | -0.2 | 12 | 1 | -1.6 |
| O=C(O)CC(CC(=O)Nc1ccc(C(=O)O)cc1)c1ccccc1 (stereo unspecified) | 4 | 18 | -27 | -9 | 8 | 1.4 | 18 | 2 | 0.97 |
| O=C1c2ccccc2C(=O)N1c1ncc(Cc2ccc(Cl)cc2)s1 | -4 | -58 | -18 | -37 | -29 | 0.8 | 12 | 9 | -0.88 |
| C=CCNC(=S)NNC(=O)c1cccc(Br)c1 | -8 | -2 | -24 | 6 | -15 | 1.3 | 8 | 5 | 0.52 |
| O=C(CN1CCN(Cc2ccccc2)CC1)N/N=C/c1cccnc1 | 1 | 18 | -22 | 13 | 1 | 1.6 | 10 | -4 | -1.2 |
| CNCc1ccccc1Sc1ccc(O)c(O)c1 | -1 | 9 | -13 | -13 | -11 | 1.5 | 3 | 7 | -0.33 |
| O=C(OC1CCCCC1=O)c1cc(Cl)ccc1[N+](=O)[O-] (stereo unspecified) | 0 | 7 | -22 | -1 | 5 | 1.7 | 11 | 1 | -1.8 |
| CCN(CC)S(=O)(=O)N1CCC(C(=O)NCC2COc3ccccc3O2)CC1 (stereo unspecified) | -6 | -2 | -18[20 µM] | 22 | -27 | 0.0 | 4 | 0 | 0.053 |
| Cc1onc(-c2ccccc2Cl)c1C(=O)N1C=CC(C(F)(F)F)=NCC1 | -10 | -9 | -17[20 µM] | -23 | -13 | 0.0 | 4 | -8 | . |
| Cc1c(Cl)c([N+](=O)[O-])nn1CC(=O)NC1CCCCC1 | -11 | 1 | -16[20 µM] | 3 | -20 | -0.5 | -2 | -7 | 1.6 |
| O=C(CSc1nncn1-c1cccnc1)N(c1ccccc1)c1ccccc1 | -4 | -16 | -4 | 26 | 24 | -0.5 | 20 | 1 | 0.088 |
| CN(C(=O)CSc1nnc(-c2cccs2)o1)C1CCS(=O)(=O)C1 (stereo unspecified) | -1 | 2 | -10 | -10 | -3 | 1.1 | 1 | -4 | 0.11 |

Further results
Order of results: Thrombin inh | Rad51 HR inh | Furin inh | m-calpain inh | KLK5 inh | PERK inhibitor | FXIIa inh | FXIa inh 1536 | KCC2 mod
Cc1nc2c(sc3nc4c(cc32)COC(C)(C)C4)c(=O)n1Cc1ccccc1
    -12 | 2 | -26[20 µM] | -62 | -28 | -1.6 | -4 | -3 | -0.23
O=C(Nc1cccc([N+](=O)[O-])c1)c1ccccc1
    -4 | 14 | -2 | 12 | -2 | 0.2 | -1 | -3 | -0.3
COc1cc(/C(C)=N/NC(=O)C(O)(c2ccccc2)c2ccccc2)ccc1O
    4 | 7 | -15 | 11 | -14 | -0.4 | 3 | -1 | -0.88
Cc1cc(C)cc(N2C(=O)CN(Cc3sccc3C)C2=S)c1
    -5 | 4 | -16 | 9 | -20 | -0.1 | 0 | 1 | 0.54
Cc1ccc(SCc2nc3ccccc3n2CC(=O)Nc2c(C)cccc2C)cc1
    -1 | -2 | -13[20 µM] | -20 | -22 | 0.1 | 16 | 2 | -0.36
CCOc1ccccc1CNS(=O)(=O)c1ccc2[nH]c(=O)sc2c1
    4 | -10 | 1 | -4 | -8 | 0.2 | 2 | 3 | -1.3
O=C(CCN1CCc2ccccc2CC1)c1ccc2c(c1)OCCO2
    -2 | 3 | -7[20 µM] | -1 | 3 | -0.3 | 10 | 1 | -0.26
CC(Nc1cc(=O)n(C)c(=O)[nH]1)c1ccccc1 (stereo unspecified)
    3 | 2 | -24[20 µM] | -35 | -2 | 0.5 | 14 | 7 | -0.6
COc1ccc(OC)c(C2CC(=O)N3CN(c4cccc(Cl)c4)CSC3=C2C#N)c1 (stereo unspecified)
    -6 | 4 | -15 | -68 | -16 | 1.1 | 5 | -3 | .
Cc1nnc(SCC(=O)N(C(C)C)C(C)C)[nH]c1=O
    -5 | . | -17 | 30 | 2 | -0.2 | 5 | -1 | -0.023
CN(CC(O)COC(c1ccccc1)c1ccccc1)C1CCCCC1 (stereo unspecified)
    . | 3 | -18 | 26 | -2 | -0.6 | 5 | -4 | 0.24
COc1ccc(CCn2c(=O)c3cccnc3n(Cc3cccc([N+](=O)[O-])c3)c2=O)cc1OC
    -14 | -27 | -6 | 13 | -5 | -0.4 | 7 | -2 | -0.84
O=C1NCC(COc2cccc3ccccc23)O1 (stereo unspecified)
    -1 | . | -19 | 8 | -6 | 3.1* | 4 | -3 | -0.046
Cc1nc(-c2ccc3c(c2)OCO3)cs1
    3 | 1 | -9 | -8 | 7 | 1.4 | 12 | -18 | .
CCCCn1c2c(c(=O)n(C)c1=O)C(CC(=O)OCC(=O)Nc1cccc(C(F)(F)F)c1)C(=O)N2 (stereo unspecified)
    22 | -9 | -14 | -13 | 19 | 0.6 | 11 | 6 | 0.94

A second format for four compounds above:
| Thrombin inh | Rad51 HR inh | Furin inh | m-calpain inh | KLK5 inh | PERK inhibitor | FXIIa inh | FXIa inh 1536 | KCC2 mod | canonical_smiles |
| --- | --- | --- | --- | --- | --- | --- | --- | --- | --- |
| -12 | 2 | -26[20 µM] | -62 | -28 | -1.6 | -4 | -3 | -0.23 | Cc1nc2c(sc3nc4c(cc32)COC(C)(C)C4)c(=O)n1Cc1ccccc1 |
| -2 | 3 | -7[20 µM] | -1 | 3 | -0.3 | 10 | 1 | -0.26 | O=C(CCN1CCc2ccccc2CC1)c1ccc2c(c1)OCCO2 |
| -1 | . | -19 | 8 | -6 | 3.1* | 4 | -3 | -0.046 | O=C1NCC(COc2cccc3ccccc23)O1 (stereo unspecified) |
| . | 3 | -18 | 26 | -2 | -0.6 | 5 | -4 | 0.24 | CN(CC(O)COC(c1ccccc1)c1ccccc1)C1CCCCC1 (stereo unspecified) |

Additional entries:
Order of results: Thrombin inh | Rad51 HR inh | Furin inh | m-calpain inh | KLK5 inh | PERK inhibitor | FXIIa inh | FXIa inh 1536 | KCC2 mod
CN(NC(=O)c1ccc(Cl)cc1)c1cccc(Cl)n1
    -2 | -5 | -16 | -1 | -3 | 0.5 | 18 | 1 | 1.4
CC1CCc2ccccc2N1C(N)=Nc1ccccc1 (stereo unspecified)
    -9 | -3 | -11 | 11 | -2 | 0.2 | 4 | -2 | 1.4
CC(C)(O)C#Cc1ccc(C(=O)NCCc2ccc(S(N)(=O)=O)cc2)cc1
    -9 | 4 | -19 | 4 | -7 | 1.0 | 6 | 1 | 1.4
CCOC(=O)Cc1csc(SCc2nc3sc4c(c3c(=O)[nH]2)CCC4)n1
    -5 | 5 | -25[20 µM] | -37 | -14 | 0.2 | 7 | -1 | -0.45
CCN(CC)CCOC(=O)c1ccc(N/C=C(/C#N)c2nc(-c3ccc(OC)cc3)cs2)cc1
    -1 | 0 | -16 | -27 | 2 | -1.2 | 8 | 2 | -0.0067
CC#CCN1c2ccccc2[C@]23C[C@@H](C(=O)OC)N(C(=O)c4ccco4)C2=NC(C(=O)OC)=C(C(=O)OC)[C@H]13
    -4 | 0 | -25 | -31 | -2 | . | 3 | -1 | -0.26
N#C/C(=C(/O)COC(=O)c1ccc(O)cc1)c1nc2ccccc2[nH]1
    2 | -48 | -8 | -10 | -5 | -1.4 | 5 | 2 | 2.6
CCc1cc2c(=O)c(-c3ccc(F)cc3)c(C)oc2cc1OCC(=O)O
    -2 | -1 | -32 | 8 | 2 | 0.8 | . | 1 | 0.049
COc1cc(OC)c(OC)cc1/C=N/Nc1nc2ccccc2[nH]1
    -6 | -5 | -24 | -12 | -13 | -0.2 | 9 | 5 | 0.52
COc1ccc(-c2c(C)nn3c(N4CCC(C(=O)N5CCCCC5)CC4)cc(C)nc23)cc1OC
    -7 | 0 | -13 | 0 | 3 | . | 7 | 3 | -0.35
Clc1ccc2ncc(-c3nnnn3-c3ccccc3)c(-c3ccccc3)c2c1
    -6 | 5 | -14[20 µM] | -33 | -6 | -0.2 | 7 | 4 | -0.082
COC(=O)c1c(C)oc(C)c1S(=O)(=O)NCC1CC1
    -3 | . | -4 | 3 | 2 | 0.3 | 12 | 0 | 0.37
Cc1c(S(=O)(=O)c2ccccn2)c(N)n(Cc2cccc(Cl)c2)c1C
    -11 | . | -9 | -28 | -1 | 0.2 | 5 | -2 | -1.1
CCOC(=O)c1[nH]c2ccccc2c1NC(=O)CN1CCCCC1
    1 | 3 | 4 | -11 | -19 | 0.3 | 8 | -13 | -0.14
COc1ccc(N2CCC(CNC(=S)Nc3cccc(OC)c3)C2)cc1 (stereo unspecified)
    0 | -2 | -5 | 27 | -22 | -0.6 | 8 | -1 | -0.49
CCOC(=O)C1C(=O)OC(C)(C)C1C(C)C(=O)c1ccc(C)cc1 (stereo unspecified)
    1 | 4 | -23[20 µM] | 10 | -2 | 0.3 | 14 | 3 | 0.81
Cc1nc(NC(=O)c2cc3c(s2)CCCCC3)sc1C(=O)N(C)C
    5 | 2 | -5[20 µM] | -22 | -4 | -1.1 | 19 | 8 | 0.011

2 records drawn at random from the list so far, as already listed:
Order of results: Thrombin inh | Rad51 HR inh | Furin inh | m-calpain inh | KLK5 inh | PERK inhibitor | FXIIa inh | FXIa inh 1536 | KCC2 mod
COc1ccc(-c2c(C)nn3c(N4CCC(C(=O)N5CCCCC5)CC4)cc(C)nc23)cc1OC
    -7 | 0 | -13 | 0 | 3 | . | 7 | 3 | -0.35
Clc1ccc2ncc(-c3nnnn3-c3ccccc3)c(-c3ccccc3)c2c1
    -6 | 5 | -14[20 µM] | -33 | -6 | -0.2 | 7 | 4 | -0.082

Screens deposited in PubChem BioAssay by several laboratories.

Not all compounds are listed; rates above refer to the full screens.
